Bioassay records deposited in PubChem BioAssay by several laboratories.
BoNT A protease: BoNT/A light chain protease inhibitors, primary screen, biochemical, flow cytometry, MLPCN library; inhibition, % at 10 µM; multiplex microsphere protease substrate cleavage; Botulinum neurotoxin type A light chain protease (Clostridium botulinum A str. ATCC 3502); 360,000 compounds, 0.17% hits; AID 588499, 2011; in the data active means inhibition above about 30%; inconclusive means no clear call, values can overlap the other calls; further: plate controls were buffer without enzyme for full effect and enzyme alone for no effect
PrPC TRFRET: inhibitors of human cell surface prion protein PrPC, primary screen, cell-based, TR-FRET; TR-FRET read-out; inhibition, % at 13.8 µM; 370,000 compounds, 0.43% hits; in the data active means inhibition above about 24%; further: 0% = median of the test wells and 100% = reference compound wells
GDH-TPI inh: GDH-TPI coupling enzyme inhibitors, primary screen, artefact control for M. tuberculosis FBA inhibitor project, biochemical, absorbance, full deck | GDH-TPI coupled enzyme counterscreen, NADH absorbance | inhibition, % at 4.8 µM | 360,000 compounds, 1.2% hits | AID 588335, 2011;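 further: 0% = DMSO wells and 100% = wells lacking the enzyme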
FadD28 FP inh: inhibitors of FadD28 bisubstrate probe binding, primary screen, biochemical, fluorescence polarization, single point; Mycobacterium tuberculosis FadD28 fatty-acid-AMP ligase; inhibition, % at 12.5 µM; 360,000 compounds, 0.22% hits; AID 588549, 2011; in the data active means inhibition above about 8.5%, passing the limit was not always enough; inconclusive means no clear call, values can overlap the other calls
FBA Mtb inh: Mtb FBA enzyme inhibitors, primary screen, biochemical, fluorescence, strain H37Rv. Fructose-bisphosphate aldolase (Mycobacterium tuberculosis (strain ATCC 25618 / H37Rv)), …. inhibition, % at 1 µM. AID 588726, 2011. purified M. tuberculosis FBA, fluorescence read-out. 360,000 compounds, 2.3% hits; in the data active means inhibition above about 27%;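 further: 0% = vehicle and 100% = reference inhibitor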
Target sequence (P9WQA3 whole entry, looked up): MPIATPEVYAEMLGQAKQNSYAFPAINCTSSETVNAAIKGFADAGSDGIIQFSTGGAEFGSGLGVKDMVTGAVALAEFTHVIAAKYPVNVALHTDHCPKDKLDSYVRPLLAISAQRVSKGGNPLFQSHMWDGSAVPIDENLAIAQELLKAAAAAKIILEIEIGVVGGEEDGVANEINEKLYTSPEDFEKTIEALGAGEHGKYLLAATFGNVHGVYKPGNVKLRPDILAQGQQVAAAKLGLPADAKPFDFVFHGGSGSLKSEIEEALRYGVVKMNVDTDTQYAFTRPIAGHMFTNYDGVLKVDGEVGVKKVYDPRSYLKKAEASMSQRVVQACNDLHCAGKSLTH
BoNT F protease: BoNT/F light chain protease inhibitors, primary screen, biochemical, flow cytometry, MLPCN library; inhibition, % at 10 µM; Multiplex microsphere protease cleavage assay; Botulinum neurotoxin type F light chain protease (Clostridium botulinum); 360,000 compounds, 0.22% hits; in the data active means inhibition above about 35%, passing the limit was not always enough; inconclusive means no clear call, values can overlap the other calls; further: plate controls were buffer without enzyme for full effect and enzyme alone for no effect
UGM FP inh: M. tuberculosis UGM enzyme inhibitors, primary screen, biochemical, fluorescence polarization, single point | inhibition, % at 10 µM | purified UGM, fluorescence polarization probe displacement | 320,000 compounds, 0.06% hits | AID 504406, 2011 | UDP-galactopyranose mutase (Mycobacterium tuberculosis (strain ATCC 25618 / H37Rv)), …; in the data active means inhibition above about 10%, passing the limit was not always enough; inconclusive means no clear call, values can overlap the other calls
Target sequence (P9WIQ1 whole entry, looked up): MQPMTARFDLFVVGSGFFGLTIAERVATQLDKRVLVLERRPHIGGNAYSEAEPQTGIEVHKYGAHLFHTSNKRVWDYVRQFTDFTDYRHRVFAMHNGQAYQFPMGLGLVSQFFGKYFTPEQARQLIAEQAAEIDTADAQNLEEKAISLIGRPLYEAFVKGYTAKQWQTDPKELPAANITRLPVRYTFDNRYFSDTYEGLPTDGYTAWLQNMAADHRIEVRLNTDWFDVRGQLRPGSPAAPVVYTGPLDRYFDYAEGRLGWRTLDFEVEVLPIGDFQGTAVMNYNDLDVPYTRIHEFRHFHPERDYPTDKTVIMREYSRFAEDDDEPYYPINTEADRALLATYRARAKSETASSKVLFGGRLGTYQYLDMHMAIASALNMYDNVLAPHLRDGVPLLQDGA
CCHFV vOTU inh: CCHFV vOTU protease inhibitors, primary screen, biochemical, Pep-AMC substrate, fluorescence; inhibition, % at 11.5 µM; 370,000 compounds, 0.55% hits; AID 651958, 2012; further: 0% = vehicle wells with enzyme and 100% = no enzyme wells
BioA inh: M. tuberculosis BioA enzyme inhibitors, primary screen, biochemical, plate reader, single point, HTS; purified M. tuberculosis BioA enzyme; inhibition, % at 9.99 µM; 360,000 compounds, 0.096% hits; in the data active means inhibition above about 40%; inconclusive means no clear call, values can overlap the other calls
Starred values were filed as active, the others as inactive. Unless noted, no stated cut-off is given here; in the data, active means inhibition above about 30%; inactive means the rest. Rows were taken by chance; about 4.8% have a hit in one of these screens.

`O=C(c1cccs1)N1C2CCC1CC(O)(c1cccnc1)C2` (configuration not stated) gave BoNT A protease 0.3, PrPC TRFRET 5, GDH-TPI inh 8, FadD28 FP inh -1.2, FBA Mtb inh 2, BoNT F protease -12, UGM FP inh -0.2, CCHFV vOTU inh 9 and BioA inh 0.7.
COCCCn1c(=O)c2ccccc2n(CC(=O)N2CCCc3ccccc32)c1=O was read as BoNT A protease 0.3, PrPC TRFRET 0, GDH-TPI inh -10, FadD28 FP inh 0.7, FBA Mtb inh 2, BoNT F protease -1, UGM FP inh -0.6, CCHFV vOTU inh -11 and BioA inh -2.5.
Screening CN(CCOc1ccccc1)C(=O)c1cc(S(=O)(=O)N2CCOCC2)c(Cl)cc1Cl returned BoNT A protease -0.5, PrPC TRFRET 1, GDH-TPI inh 10, FadD28 FP inh -0.8, FBA Mtb inh 5, BoNT F protease -7, CCHFV vOTU inh -1 and BioA inh 0.9.
For CCCC(C(=O)OCC)P(=O)(c1ccccc1)c1ccccc1 (configuration not stated) the results were BoNT A protease inconclusive, PrPC TRFRET 8, GDH-TPI inh 6, FadD28 FP inh -2.2, FBA Mtb inh 0, BoNT F protease 1, UGM FP inh -2.2, CCHFV vOTU inh -12 and BioA inh -2.4.
For COc1ccc(-n2nnnc2SCC(=O)NCc2ccco2)cc1OC the results were BoNT A protease -0.4, PrPC TRFRET 9, GDH-TPI inh 6, FadD28 FP inh 0.7, FBA Mtb inh 2, BoNT F protease -6, UGM FP inh -0.9 and CCHFV vOTU inh 13.
Cc1[nH]c2ccccc2c1/C=C/c1nc2ccccc2c(=O)[nH]1 was read as BoNT A protease -0.8, PrPC TRFRET -15, GDH-TPI inh 22, FadD28 FP inh -1.6, FBA Mtb inh 6, BoNT F protease -8, UGM FP inh -0.5, CCHFV vOTU inh -9 and BioA inh -0.4.
`O=C(COC(=O)c1ccc(O)cc1O)Nc1cccc2ccccc12` gave BoNT A protease -0.1, PrPC TRFRET -6, GDH-TPI inh 2, FadD28 FP inh 12*, FBA Mtb inh -2, BoNT F protease -3, UGM FP inh -1.8, CCHFV vOTU inh 2 and BioA inh -0.5.
For Cc1ccccc1-n1c(SCC(=O)NC2CCS(=O)(=O)C2)nc2ccccc2c1=O (configuration not stated) the results were PrPC TRFRET 0, GDH-TPI inh -1, FadD28 FP inh -3.6, FBA Mtb inh 0, CCHFV vOTU inh -4 and BioA inh 17.
CC(C)(C)NC(=O)C1CC1(c1ccccc1)c1ccccc1 (configuration not stated) was read as BoNT A protease -0.5, PrPC TRFRET 12, GDH-TPI inh 2, FadD28 FP inh -3.5, FBA Mtb inh 1, BoNT F protease -11, UGM FP inh 0.5, CCHFV vOTU inh -6 and BioA inh -2.2.
`O=C(OCc1ccc(Br)cc1)c1cccc(-c2nnc(-c3ccccc3)o2)c1` gave BoNT A protease -0.8, PrPC TRFRET -4, GDH-TPI inh -4, FadD28 FP inh -3.7, FBA Mtb inh -5, BoNT F protease -2, UGM FP inh 3.7 and CCHFV vOTU inh 0.
Screening Cc1ccc(C2=NC3(CCCC3)NC2=S)cc1 returned BoNT A protease -1.1, PrPC TRFRET 0, GDH-TPI inh 10, FadD28 FP inh -3.8, FBA Mtb inh 0, BoNT F protease -15, UGM FP inh 2.4, CCHFV vOTU inh 13 and BioA inh -2.5.
For O=C(Cc1ccccc1[N+](=O)[O-])NCc1ccco1 the results were BoNT A protease 0.7, PrPC TRFRET 0, GDH-TPI inh -4, FadD28 FP inh -0.9, FBA Mtb inh -2, BoNT F protease -2, UGM FP inh 1.9 and CCHFV vOTU inh -8.
`Cn1c(-c2ccc(F)cc2)cc2onc(-c3ccccc3Cl)c2c1=O` gave BoNT A protease 0.2, PrPC TRFRET -1, GDH-TPI inh -4, FadD28 FP inh -1.3, FBA Mtb inh 2, BoNT F protease -12, UGM FP inh -0.6, CCHFV vOTU inh -2 and BioA inh -0.4.
Screening COC(=O)Nc1nnc(Cc2ccccc2)s1 returned BoNT A protease -0.3, PrPC TRFRET -5, GDH-TPI inh 3, FadD28 FP inh 0.5, FBA Mtb inh -1, BoNT F protease 4, UGM FP inh 0.2 and CCHFV vOTU inh 4.
Screening CC(=O)N1c2ccc(S(=O)(=O)N3CCC(C(=O)N4CCCCC4)CC3)cc2CC1C (configuration not stated) returned BoNT A protease -1.1, PrPC TRFRET 11, GDH-TPI inh -2, FadD28 FP inh -5.0, FBA Mtb inh -1, BoNT F protease 1, UGM FP inh -0.6, CCHFV vOTU inh 3 and BioA inh 4.5.
Cc1c(C)n(C)c2ccc(C(=O)NCCN3CCOCC3)cc12 was read as BoNT A protease 2.1, PrPC TRFRET -7, GDH-TPI inh 11, FadD28 FP inh -0.1, FBA Mtb inh 9, BoNT F protease -4, UGM FP inh -2.6, CCHFV vOTU inh 7 and BioA inh -0.4.
Cc1cccc(OCCNC(=S)NC(=O)c2cncc(Br)c2)c1 was read as BoNT A protease 2.1, PrPC TRFRET -4, GDH-TPI inh 5, FadD28 FP inh -0.9, FBA Mtb inh 0, BoNT F protease -1, UGM FP inh 0.3, CCHFV vOTU inh 7 and BioA inh -0.8.
O=C(CCS(=O)(=O)Cc1ccccc1)N1CCN(Cc2ccccc2)CC1 was read as BoNT A protease -0.7, PrPC TRFRET -4, GDH-TPI inh -2, FadD28 FP inh -1.0, FBA Mtb inh -1, BoNT F protease -7, UGM FP inh -1.0 and CCHFV vOTU inh -13.
`CCOc1ccc(NC(=O)CN(C)C(=O)c2cc(-c3ccco3)nc3ccccc23)cc1OCC` gave BoNT A protease 0.9, PrPC TRFRET -19, GDH-TPI inh 15, FadD28 FP inh -3.2, FBA Mtb inh 62*, BoNT F protease 1, CCHFV vOTU inh -61 and BioA inh 0.1.
For NS(=O)(=O)c1ccc(CNC(=O)c2cc(S(=O)(=O)N3CCOCC3)c(Cl)cc2Cl)cc1 the results were BoNT A protease 6.1, PrPC TRFRET -6, GDH-TPI inh 9, FadD28 FP inh 0.7, FBA Mtb inh 3, BoNT F protease 6, CCHFV vOTU inh 4 and BioA inh 0.3.
For CCn1ncc(-c2ccnc3cc(C(=O)O)nn23)c1C the results were BoNT A protease 3.5, PrPC TRFRET -7, GDH-TPI inh 9, FadD28 FP inh -2.4, FBA Mtb inh 68*, BoNT F protease 28, UGM FP inh 0.0 and CCHFV vOTU inh -69.
For Cn1nc(C(=O)Nc2ccc3c(c2)OCO3)c2ccccc2c1=O the results were BoNT A protease -0.5, PrPC TRFRET 3, GDH-TPI inh 8, FadD28 FP inh -2.6, FBA Mtb inh 1, BoNT F protease 6, UGM FP inh 2.2, CCHFV vOTU inh -3 and BioA inh -0.5.
Screening CC(C)c1ccc(S(=O)(=O)N2CCN(C(=O)CCc3nc4ccccc4c(=O)[nH]3)CC2)cc1 returned BoNT A protease 0.4, PrPC TRFRET 1, GDH-TPI inh -2, FadD28 FP inh 1.1, FBA Mtb inh 4, BoNT F protease -6, CCHFV vOTU inh 0 and BioA inh 2.1.
For COc1c(C)cc(Br)cc1C(=O)Nc1cccc(-c2nc3ncccc3o2)c1 the results were BoNT A protease -0.2, PrPC TRFRET 12, GDH-TPI inh 22, FadD28 FP inh -3.5, FBA Mtb inh 3, BoNT F protease -10, UGM FP inh -0.8, CCHFV vOTU inh 8 and BioA inh 28.
Screening CCN(CC(=O)Nc1c(F)cccc1F)C(=O)Cc1c[nH]c2ccccc12 returned PrPC TRFRET -6, GDH-TPI inh -4, FadD28 FP inh -2.2, FBA Mtb inh 1, UGM FP inh 1.4, CCHFV vOTU inh -9 and BioA inh -1.1.
For CCOCCCN(C)C1CCN(C(=O)c2oc3ccccc3c2NC(=O)Cc2ccc([N+](=O)[O-])cc2)CC1 the results were BoNT A protease 1.2, PrPC TRFRET -8, GDH-TPI inh 4, FadD28 FP inh 0.2, FBA Mtb inh -3, BoNT F protease -2, UGM FP inh -2.1, CCHFV vOTU inh 20 and BioA inh -3.4.
Screening CC1(C)CC(N(Cc2ccco2)C(=O)Cc2ccccc2)CCO1 (configuration not stated) returned BoNT A protease -0.3, PrPC TRFRET 5, GDH-TPI inh -4, FadD28 FP inh -2.2, FBA Mtb inh 2, BoNT F protease -9, UGM FP inh 1.0, CCHFV vOTU inh 13 and BioA inh 1.6.
For O=C(c1sc(N2CCOCC2)nc1-c1ccccc1)N1CCCCC1 the results were BoNT A protease 0.7, PrPC TRFRET -7, GDH-TPI inh -5, FadD28 FP inh 0.5, FBA Mtb inh -2, BoNT F protease 0, UGM FP inh -0.3 and CCHFV vOTU inh -8.
`CCOC(=O)C(C)c1nc2ccccc2[nH]c1=O` (configuration not stated) gave BoNT A protease 0.0, PrPC TRFRET 5, GDH-TPI inh 18, FadD28 FP inh -1.4, FBA Mtb inh 18, BoNT F protease 0, UGM FP inh 0.4, CCHFV vOTU inh -2 and BioA inh 0.3.
Screening CN1CCC(=C2c3ccccc3C(O)c3ccccc32)CC1 (configuration not stated) returned BoNT A protease -0.1, PrPC TRFRET -6, GDH-TPI inh 7, FadD28 FP inh -0.6, FBA Mtb inh 4, BoNT F protease 18, UGM FP inh -0.7, CCHFV vOTU inh 1 and BioA inh -2.9.
CN(CCCNC(=O)C1CCN(S(=O)(=O)c2cccc3nsnc23)CC1)Cc1ccccc1 was read as BoNT A protease -0.1, PrPC TRFRET -24, GDH-TPI inh 8, FadD28 FP inh -0.8, FBA Mtb inh -4, BoNT F protease 4, UGM FP inh 3.3, CCHFV vOTU inh 6 and BioA inh -2.2.
Screening O=C(COc1ccc(Cl)cc1Cl)NN=C1CCCCC1 returned BoNT A protease 0.6, PrPC TRFRET 8, GDH-TPI inh -4, FadD28 FP inh -2.9, FBA Mtb inh 0, BoNT F protease 1, UGM FP inh 0.1, CCHFV vOTU inh -11 and BioA inh 2.2.
`COc1cc(OC)cc(-c2noc(-c3csc([C@@H]4O[C@H](CO)[C@H](O)[C@H](O)[C@H]4O)n3)n2)c1` gave BoNT A protease -0.2, PrPC TRFRET 7, GDH-TPI inh -4, FadD28 FP inh -3.0, FBA Mtb inh 4, BoNT F protease 7, CCHFV vOTU inh 1 and BioA inh 0.5.
`Cc1cccc(N2C(=O)C3CCCN3C2=S)c1` (configuration not stated) gave BoNT A protease -3.2, PrPC TRFRET 0, GDH-TPI inh 0, FadD28 FP inh -0.9, FBA Mtb inh 0, BoNT F protease -8, UGM FP inh -0.1, CCHFV vOTU inh -14 and BioA inh 0.1.
N#Cc1nnn(-c2ccc(Cl)cc2)c1N was read as BoNT A protease -1.3, GDH-TPI inh -14, FadD28 FP inh -3.5, FBA Mtb inh -4, BoNT F protease -8 and UGM FP inh -1.2.

Arranged by length of the SMILES (largest number first): part of the list above
For COc1c(C)cc(Br)cc1C(=O)Nc1cccc(-c2nc3ncccc3o2)c1 the results were BoNT A protease -0.2, PrPC TRFRET 12, GDH-TPI inh 22, FadD28 FP inh -3.5, FBA Mtb inh 3, BoNT F protease -10, UGM FP inh -0.8, CCHFV vOTU inh 8 and BioA inh 28.
For COc1ccc(-n2nnnc2SCC(=O)NCc2ccco2)cc1OC the results were BoNT A protease -0.4, PrPC TRFRET 9, GDH-TPI inh 6, FadD28 FP inh 0.7, FBA Mtb inh 2, BoNT F protease -6, UGM FP inh -0.9 and CCHFV vOTU inh 13.
Screening COC(=O)Nc1nnc(Cc2ccccc2)s1 returned BoNT A protease -0.3, PrPC TRFRET -5, GDH-TPI inh 3, FadD28 FP inh 0.5, FBA Mtb inh -1, BoNT F protease 4, UGM FP inh 0.2 and CCHFV vOTU inh 4.
